High-throughput results: PubChem, several laboratories
PfHsp40 rescue: compounds rescuing yeast from Plasmodium falciparum HSP40 toxicity. S. cerevisiae expressing PfHsp40, growth rescue, ATP luminescence. growth rescue, % at 12.5 µM. 340,000 tested, 0.68% active. AID 504582; in the data active = growth rescue above about 28%, passing the limit was not always enough; inconclusive = no clear call, values can overlap the other calls;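 note: yeast W303a lacking pdr1 and pdr3 grown in galactose medium; growth measured after three days at 30 °C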
FadD28 binding: inhibitors of Mycobacterium tuberculosis FadD28 bisubstrate binding. inhibition, % at 12.5 µM. AID 588549. FadD28 bisubstrate probe binding, fluorescence polarization. 360,000 tested, 0.22% active; in the data active = inhibition above about 8.5%, passing the limit was not always enough; inconclusive = no clear call, values can overlap the other calls
Mtb FBA inh: Mtb fructose-bisphosphate aldolase inhibition; purified M. tuberculosis FBA, fluorescence read-out; inhibition, % at 1 µM; 360,000 tested, 2.3% active; AID 588726; in the data active = inhibition above about 27%;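 note: 0% = vehicle and 100% = reference inhibitor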
Target sequence (P9WQA3 whole entry, looked up): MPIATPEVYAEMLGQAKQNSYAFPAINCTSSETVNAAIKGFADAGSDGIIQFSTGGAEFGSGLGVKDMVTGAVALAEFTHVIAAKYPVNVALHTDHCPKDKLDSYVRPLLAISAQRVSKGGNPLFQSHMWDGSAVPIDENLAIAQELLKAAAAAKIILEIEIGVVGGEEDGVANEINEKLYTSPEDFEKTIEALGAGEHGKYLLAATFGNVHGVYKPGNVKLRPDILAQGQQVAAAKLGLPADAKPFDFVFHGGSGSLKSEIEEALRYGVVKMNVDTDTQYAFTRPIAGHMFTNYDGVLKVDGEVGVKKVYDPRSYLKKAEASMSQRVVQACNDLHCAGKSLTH
Y pestis TopoI: blocks Yersinia pestis topoisomerase I activity | AID 504884 | activity, % at 10 µM | 360,000 tested, 0.064% active | Y. pestis Topo-I cleavage product accumulation, plate reader; in the data active = activity above about 50%, passing the limit was not always enough; inconclusive = no clear call, values can overlap the other calls; note: inactives centre near 2
TcdB inh: inhibitors of Clostridioides difficile toxin B glycohydrolase. inhibition, % at 9.99 µM. 350,000 tested, 0.24% active. P18177. TcdB glycohydrolase enzymatic assay, plate reader; in the data active = inhibition above about 10%
Mtb UGM inh: blocks M. tuberculosis UGM enzyme. purified UGM, fluorescence polarization probe displacement. inhibition, % at 10 µM. 320,000 tested, 0.06% active; in the data active = inhibition above about 10%, passing the limit was not always enough; inconclusive = no clear call, values can overlap the other calls
Target sequence (P9WIQ1 whole entry, looked up): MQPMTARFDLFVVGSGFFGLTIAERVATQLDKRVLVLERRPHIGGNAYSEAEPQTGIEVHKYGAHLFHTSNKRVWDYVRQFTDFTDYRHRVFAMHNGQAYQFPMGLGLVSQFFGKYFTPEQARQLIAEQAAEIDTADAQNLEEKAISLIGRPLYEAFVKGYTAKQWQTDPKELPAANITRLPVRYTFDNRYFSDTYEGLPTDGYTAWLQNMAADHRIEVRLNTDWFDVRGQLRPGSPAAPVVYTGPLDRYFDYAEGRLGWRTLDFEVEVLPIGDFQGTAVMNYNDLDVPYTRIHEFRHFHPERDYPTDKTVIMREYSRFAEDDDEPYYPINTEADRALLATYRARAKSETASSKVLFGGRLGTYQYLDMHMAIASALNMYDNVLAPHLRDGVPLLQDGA
BioA inh: inhibitors of Mycobacterium tuberculosis BioA enzyme. purified M. tuberculosis BioA enzyme, plate reader. inhibition, % at 9.99 µM. 360,000 tested, 0.096% active; in the data active = inhibition above about 40%; inconclusive = no clear call, values can overlap the other calls
GDH-TPI counter: counter-screen for M. tuberculosis FBA inhibitors: GDH-TPI coupled enzymes; 360,000 tested, 1.2% active; AID 588335; GDH-TPI coupled enzyme counterscreen, NADH absorbance; inhibition, % at 4.8 µM; in the data active = inhibition above about 30%;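 note: 0% = DMSO wells and 100% = wells lacking the enzyme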
Vc quorum ag: induces V. cholerae light production without autoinducers | V. cholerae BH1578 lux reporter, luminescence, 6 h | activation, % at 18.7 µM | 350,000 tested, 0.16% active | AID 588436; in the data active = activation mostly above about 9.7%, no sharp cut-off; inconclusive = no clear call, values can overlap the other calls; inactive = mostly below about 3.7%; note: not every result past the cut was called active; inactives centre near 0; reference of the scale not given here
Numbers without * were called inactive; i = inactive; ? = inconclusive; . = no result given.

mol,PfHsp40 rescue,Y pestis TopoI,Mtb FBA inh,TcdB inh,FadD28 binding,BioA inh,Mtb UGM inh,Vc quorum ag,GDH-TPI counter
COc1ccc([C@H]2C[C@@H](n3cc(COC(=O)c4ccccc4)nn3)[C@H](O)CN2CC2CCCCC2)cc1,.,0,-3,0.4,1.0,.,.,0.3,-11
Cc1cc(C)c2sc(N(CCCN(C)C)C(=O)c3ccc(S(=O)(=O)N4CCCc5ccccc54)cc3)nc2c1,0.6,-19,1,1.8,?,-0.3,-0.6,i,-2
CCC(C(=O)N1CCCC1)n1nc(C)c2c(C)n(-c3ccccc3)nc2c1=O (stereo unspecified),-0.1,1,3,0.8,0.6,4.0,-0.6,i,2
CN(C)CCCNC(=O)c1cc(C(=O)c2ccccc2F)c[nH]1,-1.3,0,0,1.0,1.1,-1.4,-5.6,0.9,8
CCCc1cc(=O)[nH]c(SCc2cc(Cl)ccc2OC(F)F)n1,-1.0,0,2,.,-1.7,.,0.4,i,3
COc1ccc(C(=O)NNC(=O)c2ccccn2)cc1,-1.5,-8,1,0.0,-2.4,.,0.4,1.4,-1
O=C(c1c(O)c2ccccc2oc1=O)C1CCCCC1,0.3,-1,-1,.,0.5,-0.2,0.6,i,4
Cc1ccc(S(=O)(=O)/N=C(/Nc2ccc(O)c(C(=O)O)c2)c2ccccc2)cc1,-0.7,-2,1,-0.8,1.4,1.6,-0.5,-4.0,4
Cc1ccc(C(=O)COC(=O)c2nc3nccc(C)n3n2)c(C)c1,0.1,-3,-1,-2.3,-2.9,0.6,-0.6,i,4
COc1ccc(NC2c3ccccc3C(=O)N2c2cccnc2)cc1Cl (stereo unspecified),1.1,1,0,-0.5,-3.7,51*,-1.4,-0.2,-6
Cc1cc(NC(=O)c2sccc2C)n(-c2cccc(Cl)c2)n1,-0.4,-5,-3,.,-0.9,-1.5,-0.4,0.5,9
COc1ccccc1NC(=O)COC(=O)c1ccc2ccccc2n1,-0.1,6,1,0.2,-1.8,0.0,-0.3,i,2
O=C(/C=C/c1ccco1)Nc1ccc(S(=O)(=O)N2CCOCC2)cc1,-1.2,7,-2,0.2,-1.7,2.2,-0.9,1.0,7
Cc1ccc2cc(CCNC(=O)C(C)C)c(=O)[nH]c2c1C,0.6,-1,5,-0.7,-1.2,0.1,2.1,0.7,9
O=C(COC(=O)c1cc([N+](=O)[O-])ccc1N1CCOCC1)Nc1ncc(Cl)cc1Cl,0.9,-3,-2,0.9,-4.0,1.3,4.5,-1.6,8
COc1cc(C(C(=O)NC2CCCC2)N(Cc2ccccc2)C(=O)c2snc(C(N)=O)c2N)ccc1O (stereo unspecified),-0.7,-5,7,0.9,0.2,-4.7,1.2,-0.3,10
O=C(COC(=O)C1=COCCO1)Nc1cc(Cl)c(Cl)cc1Cl,-0.5,-5,4,1.5,-0.8,0.4,-0.6,1.4,5
COc1ccc(CCNC(=O)C2CC(=O)N(CCc3ccccc3)C2)cc1OC (stereo unspecified),0.3,4,4,1.0,-3.4,1.1,1.6,0.7,-1
CCCCCCCCCCCCCCCC(=O)Nc1ccn(C2OC(CO)C(O)C2O)c(=O)n1 (stereo unspecified),0.0,6,5,0.6,?,.,.,1.0,9
Cc1ccc(Cn2c(=S)[nH]c3ccccc3c2=O)cc1,-0.6,-2,2,0.1,-0.5,-0.6,1.1,i,-2
Cc1ccc(/C([O-])=C(/C(=S)NCc2ccco2)[n+]2ccccc2)cc1[N+](=O)[O-],0.4,-2,2,0.8,1.3,-2.4,-0.4,-0.3,-4
CC(C)C(=O)NC(=S)Nc1ccccc1C(F)(F)F,0.1,9,0,.,-6.0,0.2,-2.2,8.3,-6
CCn1c(=O)n(CC(=O)Nc2cc(OC)c(OC)c(OC)c2)c(=O)c2ccccc21,-0.3,-4,-1,.,-0.7,0.4,-0.5,-0.5,21
CCCn1nc(NC(=O)COC)c2cc3cccc(C)c3nc21,-1.2,4,12,2.0,-3.2,-0.6,-0.8,-1.2,2
C#CCOCCOCCOCCNc1nc(N2CCN(C(=O)[C@H](CCCCN)n3cc(CCCC)nn3)CC2)nc(N2CCN(C(=O)[C@H](CCCCN)n3cc(CCC(=O)O)nn3)CC2)n1,1.9,4,2,-2.0,-3.2,0.4,3.4,-0.5,-8
CC12CCC(C1)C(C)(C)C2OC(=O)c1ccccc1C(=O)O (stereo unspecified),0.3,1,-2,0.2,-1.9,.,2.1,i,4
CCOC(=O)c1[nH]c2ccc(OC)cc2c1NC(=O)c1nonc1C,1.3,-5,3,.,-1.4,-1.1,1.9,-0.6,13
COCC(C)n1c(SCC(=O)NNC(=O)c2ccccc2)nc2ccccc2c1=O (stereo unspecified),-1.0,2,-3,-0.8,0.7,0.1,2.3,i,8
CC(Sc1nnc(NCc2ccccc2)s1)C(=O)Nc1ccc2c(c1)C(=O)c1ccccc1C2=O (stereo unspecified),-0.8,-5,3,.,1.6,.,0.8,4.5,18
Cc1cc2c(cc(C(=O)OCC(=O)NCc3ccco3)n2C)s1,0.8,0,-3,.,0.5,.,2.9,-3.1,-3
CNC(=O)NC(=O)CSc1nnc(-c2ccco2)n1Cc1ccccc1,21,9,-3,.,-2.7,-0.1,-1.6,i,4
CC(CO)NS(=O)(=O)c1cccc(Cl)c1F (stereo unspecified),.,6,2,-1.9,-1.3,-1.1,.,-0.4,0
Nc1nc(CN2CCCCC2)cs1,-0.5,5,-2,.,-1.5,1.5,0.4,i,5
O=C(O)C1C2CCC(C2)C1C(=O)NCCC1=CCCCC1 (stereo unspecified),-0.1,-4,2,.,-2.9,-1.0,0.6,-0.4,7
CN(Cc1cccnc1)Cc1cn(C)nc1-c1ccc(Oc2ccccc2)cc1,0.4,9,-3,2.0,-0.3,.,2.4,-0.2,2
COc1cccc(N(C(=O)c2csnn2)C(C(=O)NC2CCCC2)c2ccccc2)c1 (stereo unspecified),-1.1,-2,3,0.7,-2.3,-1.1,-1.3,i,-5
Cc1ccccc1Cn1nc(C)c(NC(=O)/C=C/c2cnn(C)c2C)c1C,0.0,-2,2,0.5,-0.4,.,-1.5,-0.3,3
O=C(CSc1nnnn1-c1ccccc1)c1ccco1,0.9,-6,4,1.4,-3.3,.,0.0,-2.7,-1
OCC#Cc1cnc2ccccc2c1,0.3,9,1,.,0.2,-1.2,-0.8,i,7
Cc1ccc(S(=O)(=O)NCC(=O)OC(C)C(=O)NC2CCCCC2C)cc1C (stereo unspecified),-0.6,-10,3,1.1,-0.1,-2.4,.,-0.2,10
COc1cc(-c2nnc(CSc3nnc4nc(C)cc(C)n34)o2)cc(OC)c1OC,0.0,7,3,.,-1.2,7.7,-1.0,i,8
CC(c1ccccc1)n1cncc1C(=O)N1CCCC1=O (stereo unspecified),0.9,-8,5,.,-0.7,-1.9,0.6,.,2
COc1ccc(CCNC(=O)CN(c2ccccc2OC)S(C)(=O)=O)cc1OC,0.0,-2,1,0.0,-1.2,1.4,-3.8,i,1
CC(C)C[C@H](N)c1nnc(SCc2ccc(Cl)cc2)o1,0.1,4,4,1.4,-2.4,0.9,0.2,0.6,-7
Cc1cc(NC(=O)Cc2ccsc2)ccc1Br,5.4,8,-2,-0.1,.,-0.2,0.5,i,-6
Cc1c2n(c3ccccc13)CCN(C)C2,0.2,8,8,-5.9,-2.5,0.9,-3.0,0.6,12
CC1CCN(S(=O)(=O)N2CCC(C(=O)NCc3cccnc3)CC2)CC1,-0.9,1,-2,-0.4,-0.7,0.8,-0.2,i,12
COc1ccc(/C=N/NS(=O)(=O)c2ccc(F)cc2)cc1COc1cc(F)ccc1[N+](=O)[O-],1.2,-3,3,-0.2,0.1,.,2.0,-0.1,7
O=C(NC(=S)N1CCN(c2ccc([N+](=O)[O-])cc2)CC1)c1ccco1,1.8,1,-8,0.8,-2.2,0.9,-0.6,i,4
Nc1nc(CCl)nc(N(c2ccccc2)c2ccccc2)n1,.,-4,2,1.2,-2.0,-0.7,-1.8,i,10
Cc1c(-n2cc(C(=O)c3ccccc3O)cc(C#N)c2=O)c(=O)n(-c2ccccc2)n1C,-0.5,-3,-1,.,-2.5,-5.2,-1.4,.,18
O=C(CC(C(=O)c1ccccc1)c1ccccc1)c1ccccc1 (stereo unspecified),4.1,34,-2,0.6,-2.8,.,.,.,-1
O=C(COc1ccc(Cl)cc1Cl)Nc1cccnc1,-1.0,8,-1,2.0,0.2,17,-0.2,i,-1
CN(C(=O)CSc1nnc(Nc2ccccc2)s1)c1c(N)n(Cc2ccccc2)c(=O)[nH]c1=O,0.4,20,0,.,-4.4,-0.2,-0.3,i,0
Nn1c(SCc2cc([N+](=O)[O-])cc3c2OCOC3)nnc1-c1cccnc1,-0.7,1,0,0.2,-1.9,.,-2.5,i,5
Cc1ccc(N2C(=O)C(Cl)=C(NCCO)C2=O)c(C)c1,-0.7,0,1,.,-0.7,.,-2.3,-0.4,0

(listing goes on)
mol,PfHsp40 rescue,Y pestis TopoI,Mtb FBA inh,TcdB inh,FadD28 binding,BioA inh,Mtb UGM inh,Vc quorum ag,GDH-TPI counter
CCOC(=O)c1c(C)[nH]c(C(=O)COC(=O)[C@H](C)N2C(=O)C3CCCCC3C2=O)c1C (stereo partly specified),0.9,14,-1,1.2,-1.3,-0.2,.,0.4,8
O=C(COC(=O)c1cc(=O)c2ccccc2o1)NC1CCCCC1,-1.7,5,1,0.5,-2.6,.,-0.5,i,-1
O=C(CN1C(=O)C2CC=CCC2C1=O)N1CCN(c2ccc([N+](=O)[O-])cc2)CC1 (stereo unspecified),-1.3,-2,-5,0.1,-1.5,-6.3,0.9,i,7
CC(C)Cc1ccc(/C(=N/O)C(=O)O)s1,-0.8,-6,-1,.,-2.7,-1.2,-0.1,i,-4
CCOC(=O)C1=C(C)NC(=O)NC1C1CC=CCC1 (stereo unspecified),0.8,1,0,.,-0.3,-1.3,0.3,-2.9,-1
Cc1cccc(NC(=S)N2CCN(S(C)(=O)=O)CC2)c1,3.2,1,-1,1.2,-1.8,-3.4,1.0,2.2,15
Cc1cccc(C)c1-n1c(SCC(=O)Nc2ccc(C(=O)O)cc2)nnc1-c1cccc(S(=O)(=O)N(C)C)c1,0.9,8,1,-2.0,-3.1,.,-2.7,-0.4,-8
CCc1nc(SCC(=O)N2c3ccccc3Sc3ccccc32)c2ccccc2n1,0.2,5,0,.,-4.7,-0.6,2.3,-0.4,-1
COCCN(Cc1nnc(-c2cccs2)o1)C(=O)c1cccc(S(=O)(=O)N2CCOCC2)c1,-0.7,0,0,2.2,-0.6,10,-0.6,1.9,3
O=C(C[C@@H]1C/C=C\C[C@H](NC(=O)OCC2c3ccccc3-c3ccccc32)C(=O)O[C@H](c2ccccc2)CNC1=O)NCCO,-1.3,0,4,0.9,-1.0,-3.0,3.5,0.5,20
O=C(NC(=S)Nc1ccccc1)c1csnn1,2.7,-2,1,1.1,-1.4,6.5,0.5,-1.0,-2
CCOC(=O)C(C(=O)N1CCOCC1)C1CCCCC1 (stereo unspecified),0.0,3,2,.,-2.9,.,-0.3,-0.4,11
